mcGAS MS inh: mouse cGAS inhibition by mass spec. AID 1259397. recombinant mouse cGAS, cGAMP by RapidFire MS. 130,000 compounds, 0.18% hits. inhibition, % at 12.5 µM;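 active = inhibition of cGAS enzyme activity at or above 60%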;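 also: enzyme stimulated by 45 bp dsDNA with ATP and GTP substrates; cGAMP share of summed cGAMP plus half ATP and half GTP signals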
Target sequence (Q8C6L5 whole entry, looked up): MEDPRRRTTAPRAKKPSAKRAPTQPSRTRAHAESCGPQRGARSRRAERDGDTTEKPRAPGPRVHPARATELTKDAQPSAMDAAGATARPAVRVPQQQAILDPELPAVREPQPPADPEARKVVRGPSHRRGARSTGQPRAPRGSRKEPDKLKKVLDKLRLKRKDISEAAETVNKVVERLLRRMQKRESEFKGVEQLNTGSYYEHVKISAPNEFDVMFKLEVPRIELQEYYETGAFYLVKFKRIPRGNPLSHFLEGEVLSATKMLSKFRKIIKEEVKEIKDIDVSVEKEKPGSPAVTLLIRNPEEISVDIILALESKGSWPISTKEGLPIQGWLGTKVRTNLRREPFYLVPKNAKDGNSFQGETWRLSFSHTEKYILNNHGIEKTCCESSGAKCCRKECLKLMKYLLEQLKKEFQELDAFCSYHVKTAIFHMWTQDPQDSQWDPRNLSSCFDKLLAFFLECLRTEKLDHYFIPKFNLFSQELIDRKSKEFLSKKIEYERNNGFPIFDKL
* hit, by the source's call; & = joins results of further samples. These rows are one share of the data; rates above refer to the full screens.

mcGAS MS inh,molecule
1.4,CC1CCC2(CC1)NC(=O)N(NC(=O)COC(=O)C1CCCCC1)C2=O (stereo unspecified)
-8.3,COC(=O)C1CCN(C(c2ccc(OC)c(OC)c2)C2Sc3nc(C)nn3C2=O)CC1 (stereo unspecified)
-0.9,CN(C)CCNc1cc(C(F)(F)F)c(C#N)c2nc3ccccc3n12
-8.4,Cc1nc(Cc2nnc(SCCCn3c(=O)c4c(ncn4C)n(C)c3=O)o2)cs1
-3.1,O=C1CC(c2ccccc2)CN1Cc1nc(C2CC2)nn1-c1ccccc1 (stereo unspecified)
-7.1,Cc1ccc(C)c(OCCOc2c(Cl)cc(Cl)cc2/C=N\n2cnnc2)c1
-20.6,Cc1noc(C)c1S(=O)(=O)Nc1ccccc1N1CCCCC1
-4.3,Cc1noc(C)c1CC(=O)OC(C(=O)N1CCc2sccc2C1)C(C)C (stereo unspecified)
1.4,Cc1cc(NC(=O)CN(C)CCCN2c3ccccc3CCc3ccccc32)nn1-c1ccccc1
-22.2,O=C(N1CCCCC1)N1CCN(CC(O)c2ccc(F)cc2)CC1 (stereo unspecified)
-9.1,O=Cc1cccc(NC(=O)c2ccc(Cl)cc2Cl)c1
-11.3,CC1(C)CC2(CC(C)(C)N1)OC(=O)N1CCc3ccccc3C12C (stereo unspecified)
1.2,CCNC(=O)CSc1ccc2c3c(cccc13)C(=O)c1ccccc1-2
-3.1,COCC1CCCN1C(=O)c1ccc(C(F)(F)F)nc1C (stereo unspecified)
-1.0,CCCOc1ccc(C(=O)N2CCC(c3ccc(F)cc3)CC2)cc1
-11.7,CC1c2cccn2CCN1S(=O)(=O)c1ccc(F)cc1 (stereo unspecified)
-4.4,CC(=O)N1N=C(c2cccnc2)OC1C(=O)N[C@@H](Cc1ccccc1)C(N)=O (stereo partly specified)
-19.1,CCC(c1cccnc1)N(C)Cc1ccc(C(F)(F)F)nc1 (stereo unspecified)
-10.4,COc1ccccc1CN1CCC(CN(CC(C)C)C(=O)/C=C/c2ccncc2)CC1
-5.1,COC(=O)c1ccc(Cn2nc(C)c3cnn(-c4ccc(C)cc4C)c3c2=O)o1
-4.1,COC(=O)c1ccc(OC)c(-n2ccnc2C(C)C)c1
-7.2,CCCCc1nc(C(N)=O)c2[nH]c(=O)n(-c3ccc(C)c(C)c3)c2n1
-5.1,Oc1ccccc1N=Cc1cccs1
-17.1,Cc1nc(CN2CCCC(CCc3ccccc3C(F)(F)F)C2)co1 (stereo unspecified)
-3.5,CC(C)c1cccc(OCCOc2cccc3cccnc23)c1
-1.5,Cn1nc(C(C)(C)C)c2[nH]c(-c3ccc(S(C)(=O)=O)cc3)nc21
-1.0,CNc1cncc(-c2ccccc2OC)n1
1.1,CN(C)C(C(=O)NNc1c(Cl)cc(Cl)cc1Cl)c1ccccc1 (stereo unspecified)
-3.1,O=C(c1ccco1)N1CCN(c2ccc3nnc(-c4ccco4)n3n2)CC1
-4.1,O=C1NC(=Nc2ccccc2Cl)S/C1=C/c1ccc(Cl)cc1Cl

Following part:
mcGAS MS inh,molecule
-2.6,Cc1ccc(C(NS(=O)(=O)c2cccc(C#N)c2)C2CC2)cc1 (stereo unspecified)
-10.3,O=C1/C(=C\c2ccc(Cl)cc2)COc2ccccc21
4.1,COc1ccncc1NC(=O)c1ccc(C(=O)c2cc[nH]c2)cc1
-13.2,O=C(O)c1ccc2c(c1)n(CCN1CCCC1)c(=O)n2Cc1ccc(F)cc1
-4.2,COc1ccc(CN2CCN(CC3CCCCC3)C(CCO)C2)cc1O (stereo unspecified)
-12.7,CCCCn1c(=O)[nH]c(=O)c2c1nc(CSc1nncn1C)n2CC
-4.9,CC1CC(N2CCC(OCCN3CCCC3)CC2)C(=O)O1 (stereo unspecified)
20.3,CC(C)CN(C(=O)CSc1nnc(-c2ccco2)o1)C1CCS(=O)(=O)C1 (stereo unspecified)
3.2,Cc1ccc(/C=C/C(=O)N(CCO)c2ccccc2)cc1Cl
-11.0,COc1ccc(-c2cncnc2)c(C)c1
-14.7,C/C(=N\OCC(=O)N/N=C\c1nc2ccccc2n1C)c1ccccc1
-26.5,CNS(=O)(=O)c1ccc(CCc2n[nH]c(Cc3ccccc3)n2)cc1
1.4,O=C(CCN1C(=O)SC(=Cc2cccs2)C1=O)NC1=NCCS1
-5.5,COCCc1nc2ccc(C(=O)N3CCC(Oc4ccc(F)cc4)CC3)cc2o1
-8.3,CNC(=O)Cc1ccccc1NC(=O)COC1CCCCC1C (stereo unspecified)
-9.3,NC(=O)C1CCCN(C(=O)c2ccc(Cl)s2)C1 (stereo unspecified)
4.3,Cc1csc(CN(C)c2ccc(-c3nc(C)c(C)c(=O)[nH]3)cn2)n1
12.6,Nc1cc(C(Cl)=C(Cl)Cl)c(S(N)(=O)=O)cc1S(N)(=O)=O
-5.9,Fc1ccc(-c2nnn(Cc3ccccc3Br)n2)cc1
-37.6,CC(C)CNC(=O)CSc1n[nH]c(/C=C/c2ccc(F)cc2)n1
-46.1,COc1cccc(CNc2nnnn2-c2ccccc2)c1OC
-11.2,Cc1cc2c(N=Nc3ccccc3)c(O)[nH]c2cc1Br
-6.1,CC1CN(Cc2ccccc2)CCCN1c1cnn(C)c(=O)c1Cl (stereo unspecified)
-9.7,Cc1oc(=O)c2ccccc2c1C(=O)O
-2.3,COCCS(=O)(=O)NC(Cc1ccccc1)c1ccccc1 (stereo unspecified)
-3.6,Cc1nc2ccc(C(=O)N3CCC4(CCc5ccccc54)CC3)cc2nc1C
-3.3,Cc1cccc(OCC(=O)N2CCOC(COc3ccc(F)cc3)C2)c1C (stereo unspecified)
-0.7,COc1ccc(-c2cc(N)ccn2)c(OC)c1OC
11.9,O=C(NC1CCCCC1)c1cc(-c2ccco2)on1
-7.3,Cn1nc(C(=O)Nc2ccccc2C(N)=O)ccc1=O

Continued, starting with the last four of the part before.
mcGAS MS inh,molecule
-3.3,Cc1cccc(OCC(=O)N2CCOC(COc3ccc(F)cc3)C2)c1C (stereo unspecified)
-0.7,COc1ccc(-c2cc(N)ccn2)c(OC)c1OC
11.9,O=C(NC1CCCCC1)c1cc(-c2ccco2)on1
-7.3,Cn1nc(C(=O)Nc2ccccc2C(N)=O)ccc1=O
-4.6,CC(NC(=O)C1CCN(Cc2cccn2C)CC1)C(=O)N(C)C (stereo unspecified)
-32.0,Cc1ccc2ncn(Cc3nc(-c4ccc(C)c(F)c4)no3)c(=O)c2c1
4.5,CCOC(=O)C1(Cc2ccc(Cl)cc2)CCN(Cc2ccc(OCC)c(CO)c2)CC1
-7.0,CCCCCCc1nc(C(N)=O)c2[nH]c(=O)n(-c3cccc(OC)c3)c2n1
-13.2,Cc1ccc(S(=O)(=O)N2CCN(CC3(O)CCC3)CC2)c(C)c1
-8.5,Cc1cccc(Cn2c(N3CCN(Cc4ccccc4C)CC3)nc3c2c(=O)[nH]c(=O)n3C)c1
-3.3,Cc1ccc(Cc2cnc(NC(=O)C3CCCO3)s2)cc1Cl (stereo unspecified)
-2.2,O=C(Cn1cnc2ccccc2c1=O)Nc1ccc(F)cc1
-8.1,CCOC(=O)C(Cc1ccc(Cl)cc1)NC(=O)C1CC=CCC1C(=O)N1CCN(c2ccc(OC)cc2)CC1 (stereo unspecified)
-4.3,CCn1nc(C(=O)Nc2cccc(F)c2F)ccc1=O
-4.8,O=C(CN1CCN(CC(=O)NC2CCCCC2)CC1)NC1CCCCC1
2.2,COc1ccc(CN(C)S(=O)(=O)c2ccc(F)c(C(=O)O)c2)cc1OC
12.3,Cc1cc(F)ccc1NCc1ccccn1
-1.3,c1ccc(COC2CCN(Cc3nc(-c4ccccn4)no3)CC2)nc1
-20.1&-11.1,c1ccc(-c2ccc(C(c3ccccc3)n3ccnc3)cc2)cc1 (stereo unspecified)
-3.4,Cc1ccccc1Cn1c(C)c(C(=O)NC2CC2)sc1=O
-5.4,Cc1cc(C(=O)N2CCc3onc(-c4ccc(F)c(F)c4)c3C2)n(C)n1
-13.4,Cc1cnc(CN(CC(C)C)c2cccc(O)c2)cn1
-8.2,COCCN1CCN(c2nc(C(=O)N3CCCCC3)cs2)C1=O
-1.3,O=C(NC1=NC2=C(CCCC2)C2(CCCCC2)S1)c1ccc2c(c1)OCO2
8.3,Cc1cccc(C2=N/C(=C\c3ccc(F)cc3)C(=O)O2)c1
-5.3,CC(C)C(=O)NCCc1nc2ccccc2n1CCc1ccccc1
-7.5,COCC(=O)N1CCCN(C/C(C)=C/c2ccccc2)CC1
-7.3,CC(C)C(O)C1CCN(C(=O)Nc2nncs2)CC1 (stereo unspecified)
-0.4&25.0,COCCCOc1ccnc(CS(=O)c2nc3ccccc3[nH]2)c1C (stereo unspecified)
-33.5,CCc1noc(CN(CC)C(=O)c2cn(Cc3ccc(F)cc3)nn2)n1
-14.6,CN1CCCN(C(=O)[C@H]2C[C@@](C)(C(=O)O)N(C)[C@H]2c2ccccc2Cl)CC1
14.1,Cn1ccc(NC(=O)CN2CCC(N3CCCC(C(=O)N4CCCC4)C3)CC2)n1 (stereo unspecified)
-2.5,COCCCNc1nc2nonc2nc1NCCCSC
1.2,Cc1nc(-c2ccncc2)ncc1C(C)NC(=O)Nc1cccc(F)c1 (stereo unspecified)

Entries from the list above with bromine:
mcGAS MS inh,molecule
-5.9,Fc1ccc(-c2nnn(Cc3ccccc3Br)n2)cc1
-11.2,Cc1cc2c(N=Nc3ccccc3)c(O)[nH]c2cc1Br

Rewritten as tab-separated lines: entries from further up
SMILES	mcGAS MS inh
Cc1cc(F)ccc1NCc1ccccn1	12.3
c1ccc(COC2CCN(Cc3nc(-c4ccccn4)no3)CC2)nc1	-1.3

(list continues)
mcGAS MS inh,molecule
-14.7,CC(C)CC(O)C(=O)NCc1ccc2sccc2c1 (stereo unspecified)
4.7,CC(Oc1ccccc1F)C(=O)NCCCn1nc(-c2ccccc2)ccc1=O (stereo unspecified)
-3.5,O=c1cc(-c2cc3ccccc3o2)oc2ccc(Br)cc12
-4.5,CN(Cc1nc(C(c2ccccc2)c2ccccc2)no1)C1CCOCC1
-26.1,CC1Cn2c(nnc2-c2ccc(F)cc2)S1 (stereo unspecified)
17.0,Cc1cc(C)cc(-c2nn(CN3CCOCC3(C)C)c(=S)o2)c1
-20.6,NC(=O)[C@H](Cc1ccccc1)n1cc2ncccc2c1O
-22.9,COc1ncc(-c2cc(NCCN(C)C)nc3[nH]ccc23)c(OC)n1
-6.7,C=C(C)CSc1nc2c(c(=O)[nH]c(=O)n2C)n1CCCCCC
-0.6,Nc1nc(CSc2nnc3n2CCCCC3)nc(Nc2ccccc2)n1
-8.8,COc1cccc(NC(=O)N2CCC(c3nncn3C(C)C)CC2)c1
-6.0,O=C(c1ccco1)N1CCCN(Cc2ccc(C3CCCO3)s2)CC1 (stereo unspecified)
-8.3,Cc1cc(Br)ccc1NC(=O)CNC(=O)CN1C(=O)C(C)Oc2ccccc21 (stereo unspecified)
14.2,O=S(=O)(Nc1c2c(nc3ccccc13)CCCC2)c1ccc(F)c(F)c1
-4.9,C=CCNC(=O)c1ccccc1NC(=O)c1ccccc1S(C)(=O)=O
-0.6,O=S1(=O)N=C(Nc2ccc3c(c2)CCC3)c2ccccc21
-4.0,O=C(c1cn2cc(Cl)ccc2n1)N1CC[C@@H](c2ccc(F)cc2)[C@H](O)C1
-2.5,CC(C)NC(=O)c1ccc(CS(=O)(=O)c2ccccc2)o1

7 of these compounds in a different format:
Molecule,mcGAS MS inh
NC(=O)[C@H](Cc1ccccc1)n1cc2ncccc2c1O,-20.6
C=CCNC(=O)c1ccccc1NC(=O)c1ccccc1S(C)(=O)=O,-4.9
CC(C)NC(=O)c1ccc(CS(=O)(=O)c2ccccc2)o1,-2.5
COc1ncc(-c2cc(NCCN(C)C)nc3[nH]ccc23)c(OC)n1,-22.9
O=c1cc(-c2cc3ccccc3o2)oc2ccc(Br)cc12,-3.5
Cc1cc(C)cc(-c2nn(CN3CCOCC3(C)C)c(=S)o2)c1,17.0
O=S(=O)(Nc1c2c(nc3ccccc13)CCCC2)c1ccc(F)c(F)c1,14.2
